Ub-GFP proteasome: proteasome inhibitors stabilizing ubiquitin-GFP reporter. Ubiquitin-GFP reporter cells, proteasome inhibition, GFP fluorescence; response scale: untreated = 0%, 10 µM MG-132 = 100%. Potency, µM (doses to about 45.9 µM), without a hit: top-dose activation (GFP accumulation), most hits filed as activators. 67,000 tested, under 10 active. AID 526; active = well fitted activation curve with a large enough effect, not every such curve was filed as active; inconclusive = small, poorly fitted or top-dose-only effect, or another doubt; inactive = no such curve, though single readings can be large or run the other way; note: potency is the fitted concentration of half-maximal effect
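GFP accumulation read-out: laser plate cytometry counting ubiquitin(G76V)-GFP-expressing U2OS cells after 4 hr compound exposure at 37 °C. Titrations spanned 46 uM to 2.9 nM; 0% = basal, 100% = 10 uM MG-132; concentration-response curves fitted.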
ALOX15 inhib: inhibitors of human 15-lipoxygenase (ALOX15); P16050; purified 15hLO-1, xylenol orange hydroperoxide absorbance; Potency, µM (series often up to 57.1 µM), without a hit: at the highest dose activity change, negative = inhibition, hits mostly inhibitors; actives 1.4% (n = 74,000); note: potency is the fitted concentration of half-maximal effect; % is set by controls: 0 for no effect and ±100 for the full control effect; nearly all actives have a fitted effect of over 55% in size
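Inhibition is scored from a chromogenic endpoint. After 15 min enzyme-compound contact, arachidonic acid (50 uM final) reacts 6 min with 40 nM 15hLO-1 at room temperature, then Fe-XO reagent is added for 30 min and absorbance ratio recorded.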
ERK AVP block: blocks ERK signaling stimulated by vasopressin. HEK293-V1b, vasopressin-stimulated pERK AlphaScreen. Potency, µM (titrated, usually from 57.5 µM), inactives show at the top dose activity, negative = inhibition, hits mostly inhibitors. actives 0.99% (n = 72,000); note: potency is the fitted concentration of half-maximal effect; % is set by controls: 0 for no effect and ±100 for the full control effect; nearly all actives have a fitted effect of over 55% in size
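HEK293 cells stably expressing V1b receptor, preincubated 30 min at 37 °C with compound, then stimulated 5 min with 25 nM vasopressin. Phospho-ERK by AlphaScreen SureFire after 5 h RT; normalized to DMSO and vasopressin; AC50 by Hill fit.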
HBB splice mod: alters splicing of the hemoglobin beta chain; HBB splicing reporter cell assay, activation; EGFP reporter with mutant IVS2-654 intron; response scale: normalised to 500 nM splice-correcting PNA; Potency, µM (doses to about 46.1 µM), without a hit: top-dose activation, hits mostly activators; actives 0.06% (n = 65,000); note: potency is the fitted concentration of half-maximal effect; 0% is about no effect
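HeLa cells stably expressing EGFP interrupted by mutant beta-globin intron 2 (IVS2-654), 500/well in 2% FCS. Treated with compound for 2 days at 37C. Splicing correction scored as total well GFP intensity (488 nm excitation, 500-520 nm emission); 500 nM antisense PNA served as control.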
Hsp90 Hop PPI: changes Hsp90-Hop TPR2A binding signal, up or down. AlphaScreen TPR2A-His6 binding biotin-Hsp90 C-terminal peptide. Potency, µM (doses to about 57 µM), for the others: top-dose activity change, negative = inhibition. actives 0.44% (n = 71,000). AID 595; active = well fitted curve in either direction with a large enough effect; inconclusive = small, poorly fitted or top-dose-only effect, or another doubt; note: potency is the fitted concentration of half-maximal effect; % is set by controls: 0 for no effect and ±100 for the full control effect; many of its hits are not listed in these tables
Tau fil binding: binds recombinant human tau filaments | actives 2% (n = 71,000) | Potency, µM (titrated, usually from 57.1 µM), inactives show at the highest dose activity change, negative = inhibition | P10636 | AID 596 | recombinant tau filaments, thioflavin S fluorescence, 15 h; filaments grown with octadecylsulfate alongside compound;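 note: potency is the fitted concentration of half-maximal effect; % is set by controls: 0 for no effect and ±100 for the full control effect; actives lower thioflavin S fluorescence by blocking filaments or displacing dye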
Target sequence (P10636 whole entry, looked up): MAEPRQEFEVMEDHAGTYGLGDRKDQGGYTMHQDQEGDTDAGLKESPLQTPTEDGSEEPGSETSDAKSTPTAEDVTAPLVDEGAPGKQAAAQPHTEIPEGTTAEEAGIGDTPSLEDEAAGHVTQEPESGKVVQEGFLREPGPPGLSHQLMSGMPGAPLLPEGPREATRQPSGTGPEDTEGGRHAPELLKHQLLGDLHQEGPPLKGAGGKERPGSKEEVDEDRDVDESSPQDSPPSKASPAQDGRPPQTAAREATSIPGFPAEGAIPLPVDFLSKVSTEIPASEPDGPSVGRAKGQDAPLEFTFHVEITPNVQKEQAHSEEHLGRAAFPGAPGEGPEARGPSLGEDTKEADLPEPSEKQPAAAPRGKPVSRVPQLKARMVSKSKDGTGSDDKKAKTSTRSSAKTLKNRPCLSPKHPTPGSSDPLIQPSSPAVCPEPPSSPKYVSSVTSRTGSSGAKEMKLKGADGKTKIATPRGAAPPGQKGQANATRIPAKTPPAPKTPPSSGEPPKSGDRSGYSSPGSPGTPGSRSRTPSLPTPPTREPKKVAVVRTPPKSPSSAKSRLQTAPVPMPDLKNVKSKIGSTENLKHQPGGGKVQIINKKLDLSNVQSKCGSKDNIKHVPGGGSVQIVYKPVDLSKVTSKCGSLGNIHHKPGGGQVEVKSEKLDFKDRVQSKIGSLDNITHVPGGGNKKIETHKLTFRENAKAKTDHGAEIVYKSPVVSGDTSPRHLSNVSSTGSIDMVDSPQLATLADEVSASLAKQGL
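Thioflavine S fluorescence (ex 450, em 510 nm) reports filaments formed from 1 uM human tau plus 30 uM ODS over 15 h at 37 C (10 mM HEPES pH 7.4, 100 mM NaCl, 5 mM DTT); compounds displacing dye or blocking filaments lower signal.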
CRE-bla Fsk: alters forskolin-stimulated CRE reporter signaling in CHO cells | CHO CRE-bla reporter (cAMP response element driving beta-lactamase), forskolin EC10, beta-lactamase ratio | Potency, µM (series often up to 38.2 µM), without a hit: top-dose activity change, negative = inhibition, actives largely listed as activators | actives 2.5% (n = 71,000) | AID 662; active = well fitted activation curve with a large enough effect in the signal ratio, with a control signal flat, not every such curve was filed as active; inconclusive = small, poorly fitted or top-dose-only effect, or effect the other way, or a change in a side signal; the % refers to the signal ratio; note: potency is the fitted concentration of half-maximal effect; % of control where 0% means no effect
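Forskolin analogue NKH 477 at EC10 stimulated CRE-driven beta-lactamase in CHO cells alongside compound dilution series. Beta-lactamase was measured with CCF4, excitation 405 nm, emission ratio 460/530 nm.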
Pol III holo inh: blocks replication by bacterial DNA polymerase III holoenzyme; Potency, µM (titrated, usually from 57.1 µM), for inactives: at the top dose activity change, negative = inhibition; reconstituted DNA polymerase III holoenzyme replication, biochemical; actives 0.25% (n = 71,000); AID 603; note: potency is the fitted concentration of half-maximal effect; % is set by controls: 0 for no effect and ±100 for the full control effect
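Reconstituted *E. coli* holoenzyme (0.35 nM Pol III, 1 nM beta, 154 nM SSB, 2 nM primase) was preincubated with compound for 15 min at RT. Synthesis on 1.4 nM ssM13Gori ran 35 min, then was stopped with PicoGreen/EDTA and read as dsDNA fluorescence.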
Luciferase inh: inhibitors of firefly luciferase. P08659. purified firefly luciferase, luminescence, 8 min. Potency, µM (highest dose often 57.1 µM), for the others: top-dose activity change, negative = inhibition, actives largely listed as inhibitors. actives 2.2% (n = 72,000). AID 411; note: potency is the fitted concentration of half-maximal effect; % is set by controls: 0 for no effect and ±100 for the full control effect; nearly all actives have a fitted effect of over 40% in size
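Firefly luciferase (PKLight detection mix) with 10 uM ATP in pH 7.2 imidazole buffer (KCl, MgCl2, Tween 20, BSA). Compounds tested across a concentration series (qHTS). Luminescence read after 8 min at ambient temperature.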
Epigenetic mod: epigenetic modulators derepressing GFP locus in mouse cells; Potency, µM (top dose mostly 46.1 µM), inactives show at the top dose GFP derepression (activation); actives 0.09% (n = 68,000); mouse C127i GFP locus derepression, cytometry, 30 h; note: % of control where 0% means no effect
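Read-out is the number of GFP-positive cells, scored as fluorescent objects 20 to 120 um wide, reflecting derepression of a silenced CMV-GFP reporter in murine C127i cells after 30 h compound exposure at 37 C.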
HADH2 inh: inhibitors of human HADH2 dehydrogenase; recombinant HADH2, NADH fluorescence, beta-hydroxybutyryl-CoA; Q99714; actives 3.4% (n = 73,000); Potency, µM (titrated, usually from 57.1 µM), without a hit: at the top dose activity change, negative = inhibition, most hits filed as inhibitors; note: potency is the fitted concentration of half-maximal effect; % is set by controls: 0 for no effect and ±100 for the full control effect; nearly all actives have a fitted effect of over 60% in size; many of its hits are not listed in these tables
Target sequence (Q99714 whole entry, looked up, one chain of several): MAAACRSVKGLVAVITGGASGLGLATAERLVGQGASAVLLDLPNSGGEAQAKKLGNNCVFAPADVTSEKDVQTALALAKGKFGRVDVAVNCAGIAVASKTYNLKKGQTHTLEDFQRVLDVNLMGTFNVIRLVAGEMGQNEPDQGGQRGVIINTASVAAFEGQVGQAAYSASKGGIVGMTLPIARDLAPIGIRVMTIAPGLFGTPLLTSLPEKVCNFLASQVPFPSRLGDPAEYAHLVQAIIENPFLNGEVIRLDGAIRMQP
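20 nM HADH2 + cpd, 15 min RT; add 1 mM NAD+/90 uM beta-hydroxybutyryl-CoA; kinetic fluorescence 360/450 nm, 4 min. Tris-HCl pH 9.0, 0.01% Tween-20.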
* hit, by the source's call; ? = inconclusive; · = not tested or not shown; [ ] = dose if it differs, or a comment. Unless noted, calls come from the whole dose curve; as a rule, active = well fitted curve in the direction sought with a large enough effect; inconclusive = small, poorly fitted or top-dose-only effect, or another doubt; inactive = no such curve, though single readings can be large; an effect the other way counts as inactive or inconclusive. Some of the compounds tested; rates above refer to the full screens.

SMILES	Ub-GFP proteasome	ALOX15 inhib	ERK AVP block	HBB splice mod	Hsp90 Hop PPI	Tau fil binding	CRE-bla Fsk	Pol III holo inh	Luciferase inh	Epigenetic mod	HADH2 inh
CCCOc1ccc(CCN2CCC(=O)NC2=O)cc1C	3%	-2%	-13%	1.2%	-5%	-6%	4%	-1%	-4%	-2%	-6%
c1ccc2c(NC3CC3)nc(-c3ccoc3)nc2c1	-6%	?	-29%	7.3%	-12%	?	?	-8%	1%[2.29 µM]	-3%[9.22 µM]	?
Cc1ccc(S(=O)(=O)N2CCN(Cc3cccc(C)c3O)CC2)cc1	0%	5%	9%	-0.3%[57.5 µM]	-1%	-2%	-6%	7%	0%	4%	9%
O=C(Nc1cccc(Oc2ccc3c(c2)C(=O)NC3=O)c1)c1ccco1	0%	16µM*	-28%	2.2%	-8%	25µM*	?	-16%	2%	0%	1%
Cc1ccc(S(=O)(=O)NC(C)C(c2cccs2)N2CCN(C)CC2)cc1 (centres undefined)	16%	-24%	9%	3.4%	-2%	13%	-16%	1%	1%	-3%	5%
COc1ccccc1-c1ccc2ncnc(NC3CC3)c2c1	2%	7%	-8%	1.2%	-5%	18%	?	-4%	-1%[2.29 µM]	-1%[9.22 µM]	-5%
C#CCCCO/N=C1/C[C@@H](O)[C@@H](O)[C@@H]2[C@@H]3C(=O)N(C(C)(C)C)C(=O)[C@H]3CC[C@@H]12	·	5%[11.4 µM]	24%[11.5 µM]	0.2%[9.22 µM]	·	·	·	·	2%[11.4 µM]	·	-1%[11.4 µM]
CCc1ncc(C(O)c2cccc(OC)c2OC)n1C (centres undefined)	23%	8%	-3%	-0.6%	-5%	-7%	1%	-1%	2%	0%	-1%
COC(=O)CN(C#N)c1nc(OC)nc(N(C)C)n1	-5%	10%	7%	·	-11%	3%	?	-5%	2%	-1%	-1%
c1ccc(-c2ccccc2-c2nc(-c3cccnc3)no2)cc1	-5%	0%	2%	-1.0%	10%	-3%	10µM*	-5%	2%	0%	13%
O=C(NCc1ccc2c(c1)OCO2)c1cccc(C(=O)NCc2ccc3c(c2)OCO3)c1	4%	-21%	?	-1.9%	-6%	7%	-6%	-7%	-1%	-3%	-6%
OCCNCCCOc1cccc(Cl)c1Cl	2%	-23%[25.6 µM]	22%	·	3%	?	?	-1%	1%	1%	4%
C#CCCCO/N=C1/C[C@@H](O)[C@@H](O)[C@@H]2[C@@H]3C(=O)N(Cc4ccc5c(c4)OCO5)C(=O)[C@H]3CC[C@@H]12	·	4%[11.4 µM]	21%[11.5 µM]	0.9%[9.22 µM]	·	·	·	·	1%[11.4 µM]	·	-8%[11.4 µM]
O=c1[nH]c2c(c3c1CCCC3)CCCC2	1%	?	-11%	0.9%	-2%	-18%	?	-13%	2%	0%	-5%
O=S(=O)(c1ccccc1)N1CCN(S(=O)(=O)c2ccccc2)c2ccccc21	-2%[9.17 µM]	8%[11.4 µM]	-7%[11.5 µM]	1.1%[9.22 µM]	-3%[11 µM]	-2%[11.4 µM]	-1%[7.6 µM]	-14%[11.4 µM]	3%[11.4 µM]	-3%[9.22 µM]	6%[11.4 µM]
O=C(c1csnn1)N1CCC[C@@]2(CCN(C(c3ccccc3)c3ccccc3)C2)C1	-7%	3%	7%	-0.5%	-7%	-3%	12%	-14%	0%[11.4 µM]	2%[9.22 µM]	-6%
CCCNC(=O)CS(=O)(=O)Cc1nc(-c2ccccc2C)oc1C	0%	1%	-17%	-0.3%	-1%	-3%	-1%	-6%	-3%	-3%	4%
CC(C)(C)C(=O)NC1CCN(S(=O)(=O)c2ccccc2F)CC1	5%	3%	-11%	·	1%	-1%	2%	-4%	-2%	-1%	22%
CC(C)CN(CC(C)C)C(=O)C12CCC(C)(C(=O)C1)C2(C)C (centres undefined)	1%	1%	-3%	-0.2%	4%	-12%	-1%	-1%	1%	0%	12%
CCOC(=O)N1CCN(C(=O)c2cc(S(=O)(=O)N3CCCC3)cn2C)CC1	0%	1%	5%	-0.4%	-3%	-14%	-10%	-6%	4%	-3%	2%
CN1CCN(c2oc(-c3ccco3)nc2S(=O)(=O)c2ccccc2)CC1	1%	3%	-21%	-0.5%	-4%	12%	1%	-1%	1%	0%	-9%
COc1ccc(NC(=O)C2CCN(C(=O)NCc3ccccc3)CC2)cc1	0%	9%	-13%	0.0%[57.5 µM]	-1%	-1%	-3%	-1%	2%	-1%	8%
Cc1cc(C(=O)CN(Cc2ccc(F)cc2)S(=O)(=O)c2ccc3c(c2)OCCO3)c(C)n1C	3%	-3%	-13%	-0.3%[57.5 µM]	-14%	5%	?	3%	4%	-1%	7%
COc1cc(CN2CC(C)OC(C)C2)cc(OC)c1 (centres undefined)	-10%	-6%	-9%	0.9%	-6%	-13%	2%	1%	3%	-2%	0%
CC(C)OC(=O)CSc1nnc(-c2ccco2)n1N	-10%	6%	0%	0.2%	-6%	2%	4%	-4%	-1%	-4%	-10%
NC(=O)c1ccc(F)cc1	-5%	4%	12%	0.0%[57.5 µM]	3%	7%	-6%	-8%	2%	-2%	-6%
CC(C)[C@H](NC(=O)Nc1ccc2c(c1)OCCO2)C(=O)O	-9%	11%	-1%	7.1%[0.369 µM]	-5%	8%	?	2%	-3%	0%	-11%
CN1C[C@@H](O)[C@@H](O)[C@@H](O)[C@@H]1CO	-5%	·	·	0.1%	-2%	-2%	0%	-4%	3%	1%	10%
O=C(NCc1ccco1)c1ccc(S(=O)(=O)c2cccc(S(=O)(=O)N3CCOCC3)c2)cc1	-4%	-1%	?	-0.3%[9.22 µM]	-3%	9%	-8%	1%	-9%	0%	6%
c1ccc(C2=NCCCN2)cc1	3%	4%	24%	-0.2%[57.5 µM]	1%	0%	-10%	-9%	5%	-2%	3%
O=C(CCN1C(=O)c2ccncc2C1=O)Nc1ccc2c(c1)OCCO2	18%	-7%	25%	0.7%	-1%	-4%	1%	-6%	-2%	0%	7%
Cc1c(NC(=O)c2nn(C)c(=O)c3ccccc23)c(=O)n(-c2ccccc2)n1C	-2%	22%	12%	0.0%[57.5 µM]	0%	-5%	-6%	-1%	-2%	2%	-7%
Cn1c(=O)c2[nH]c(CN(Cc3ccccc3)Cc3ccccc3)nc2n(C)c1=O	·	6%	-21%	4.0%[0.369 µM]	-4%	0%	6%	-16%	0%	-2%	3%
O=c1cc(-c2ccccc2)nc(N2CCN(Cc3ccccc3)CC2)[nH]1	9%	-9%	-10%	-1.4%	-7%	5%	2%	0%	7%	-2%	4%
Cc1ccc(C)c(Cn2nnc3c(=O)[nH]c(C4CCCN(C(=O)CC(C)C)C4)nc32)c1 (centres undefined)	-1%	-6%	19%	·	-13%	15%	-20%	-11%	3%	0%	12%
O=C(OCc1nnc(-c2ccc(Cl)cc2)o1)c1ccc(=O)n(Cc2ccccc2)n1	-2%	20µM*	-12%	-0.3%[57.5 µM]	-2%	-8%	-2%	-2%	-1%	-1%	10%
CN1CCc2c(sc3c2c(=O)n(-c2ccccc2)c2nnc(SCc4ccc(F)cc4)n32)C1	-4%	?	-12%	-0.6%[0.369 µM]	-13%	4µM*	10%	-1%	-4%	4%	?
Cc1cc2nc([C@H](C)C(=O)c3ccc(Cl)cc3)c(=O)[nH]c2cc1C	-1%[9.17 µM]	-4%[11.4 µM]	4%[11.5 µM]	1.6%[9.22 µM]	-2%[11 µM]	24%[11.4 µM]	5%[7.6 µM]	-9%[11.4 µM]	?	14%[9.22 µM]	1%[11.4 µM]
O=C(Nc1ncc2c(n1)CC(c1ccco1)CC2=O)c1ccc(Cl)cc1 (centres undefined)	-2%	-6%	-25%	-3.0%[57.5 µM]	-3%	?	-23%	3%	-1%	2%	-13%

Screening data (PubChem BioAssay)
